From PubChem
tim23-1 inh: growth inhibitors of tim23-1 mutant yeast; S. cerevisiae tim23-1 growth, BacTiter-Glo luminescence, 24 h; inhibition, % at 20 µM; hit rate 1.3% among 330,000;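 active = growth inhibition of the mutant yeast at or above 50%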;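 also: temperature-sensitive mutant grown at 25 °C; plate controls were DMSO-treated mutant yeast for no effect and medium wells lacking yeast for full effect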
XBP1 UPR activ: activators of adaptive arm of unfolded protein response (XBP1); CHO-XBP1 luciferase reporter, IRE1-XBP1 UPR activation, luminescence; percent of tunicamycin response, DMSO as zero; activation, % at 20 µM; hit rate 0.33% among 330,000; AID 463104;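 active = versus positive control, 20 µM dose yields 30% or more activation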;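 also: 100% = tunicamycin at 10 µg/mL and 0% = DMSO only wells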
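Assay system: CHO-XBP1 luciferase reporter cells; Schedule: 6 h treatment, 37 °C; Detection: glow luminescence from Steady-Glo reagent; Benchmarks: high control tunicamycin 10 µg/mL final, low control DMSO vehicle only.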
UPR CHOP act: activators of apoptotic arm of unfolded protein response (CHOP); CHO-CHOP luciferase reporter, UPR activation, luminescence; percent of tunicamycin response over DMSO baseline; activation, % at 10 µM; hit rate 0.34% among 330,000; AID 449763;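 active = at 10 µM dose, activation of 40% or more, normalized to positive control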;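 also: 100% = tunicamycin at 10 µg/mL and 0% = DMSO alone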
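measured by = luciferase luminescence | assay system = CHO-CHOP cells, stable luciferase reporter of PERK-eIF2a-CHOP signalling | amount = 500 reporter cells seeded per well | timing = 6 h compound exposure at 37 °C after overnight seeding | controls = positive tunicamycin 10 µg/mL, negative DMSO alone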
Mdm2 MdmX PPI: disrupts the human Mdm2-MdmX interaction. SaOS-2 split-luciferase Mdm2/MdmX complementation, luminescence. inhibition, % at 8 µM. hit rate 3% among 330,000;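 active = inhibition of at least 50% at 8 µM in the primary screen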
Target sequence (O15151 whole entry, looked up): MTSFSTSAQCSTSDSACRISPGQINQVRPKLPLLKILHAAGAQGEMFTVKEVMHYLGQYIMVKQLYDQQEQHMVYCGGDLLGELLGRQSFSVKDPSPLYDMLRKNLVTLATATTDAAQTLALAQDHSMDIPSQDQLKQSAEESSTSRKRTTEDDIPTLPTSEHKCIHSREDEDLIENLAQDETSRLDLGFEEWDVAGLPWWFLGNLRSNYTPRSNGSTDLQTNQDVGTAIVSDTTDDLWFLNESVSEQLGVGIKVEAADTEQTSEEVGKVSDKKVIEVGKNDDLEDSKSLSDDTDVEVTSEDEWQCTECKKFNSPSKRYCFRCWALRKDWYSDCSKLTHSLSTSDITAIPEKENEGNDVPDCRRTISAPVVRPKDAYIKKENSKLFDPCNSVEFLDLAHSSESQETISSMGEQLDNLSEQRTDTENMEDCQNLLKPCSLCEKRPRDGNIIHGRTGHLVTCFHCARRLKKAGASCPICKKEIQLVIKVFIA
Target sequence (Q00987 whole entry, looked up): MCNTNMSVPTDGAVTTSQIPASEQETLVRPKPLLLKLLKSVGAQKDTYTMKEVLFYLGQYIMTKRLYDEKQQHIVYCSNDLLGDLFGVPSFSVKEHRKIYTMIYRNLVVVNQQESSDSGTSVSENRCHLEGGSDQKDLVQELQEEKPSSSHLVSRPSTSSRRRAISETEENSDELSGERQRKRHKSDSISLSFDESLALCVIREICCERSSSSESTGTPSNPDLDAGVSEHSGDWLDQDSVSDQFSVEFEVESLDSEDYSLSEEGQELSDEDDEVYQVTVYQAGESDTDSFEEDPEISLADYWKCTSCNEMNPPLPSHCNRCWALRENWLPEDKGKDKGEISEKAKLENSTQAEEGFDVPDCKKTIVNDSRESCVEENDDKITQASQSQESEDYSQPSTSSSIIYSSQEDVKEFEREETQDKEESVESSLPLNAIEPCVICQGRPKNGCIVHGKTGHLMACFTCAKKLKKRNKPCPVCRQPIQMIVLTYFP
TIM10 inh: inhibits growth of TIM10 yeast strain; S. cerevisiae TIM10 strain growth, BacTiter-Glo luminescence, 24 h; inhibition, % at 10 µM; hit rate 1.4% among 330,000;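 active = inhibition of 40% or more at the single tested concentration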;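 also: wild-type TIM10 isogenic control strain grown at permissive 25 °C; 0% = DMSO yeast wells and 100% = minimal medium wells without yeast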
GRIN3A LBD mod: NR3A (human) ligand-binding domain modulation; Tm shift relative to glycine control, % at 25 µM; hit rate 2.5% among 340,000; NR3A LBD differential scanning fluorimetry, Tm shift; 0% = protein alone, 100% = glycine-bound protein;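 active = melting temperature shift of at least 10% of the positive control shift, at one fixed dose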
NALP3 yeast inh: blocks the NALP3 inflammasome reconstituted in yeast; hit rate 0.39% among 330,000; Yeast reconstituted NLRP3/ASC/caspase-1, beta-gal luminescence, 24 h; inhibition, % at 10 µM;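 active = inhibition of 50% or more; inactive = inhibition below 50%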;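 also: plate controls were induced DMSO wells for no effect and uninduced yeast grown without galactose for full effect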
tim10-1 inh: growth inhibitors of tim10-1 mutant yeast; S. cerevisiae tim10-1 ts strain growth, BacTiter-Glo, 24 h; inhibition, % at 20 µM; hit rate 2.2% among 330,000;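 active = inhibition of at least 40%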;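 also: mutant grown at 25 °C; 0% = DMSO wells with yeast and 100% = wells holding no yeast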
APJ agonist: activates the human apelin receptor APJ; P35414; activation, % at 20 µM; hit rate 0.11% among 330,000; CHO-K1 APJ PathHunter beta-arrestin, luminescence; 0% DMSO wells, 100% apelin;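 active = activation more than six SD over the plate average, tested at 20 µM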;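 also: 0% = DMSO alone and 100% = apelin-13 at 10 nM; some results filed as inactive read as strong as hits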
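Test system – PathHunter CHO-K1 APJ (AGTRL-1) beta-arrestin reporter cells · Input – 1000 cells/well · Compound – single test compound dose, 20 µM final, 1% DMSO · Times – compound stimulation 90 min at 25 °C, detection 60 min · Technique – beta-gal luminescence · Read-out basis – APJ–arrestin association signal · Control set – negative DMSO alone, positive Apelin-13 at 10 nM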
An asterisk follows results filed as active; x = no result given. Outcome played no part in choosing rows. About 8.2% of those tested had a hit in this group.

SMILES	tim23-1 inh	XBP1 UPR activ	UPR CHOP act	Mdm2 MdmX PPI	TIM10 inh	GRIN3A LBD mod	NALP3 yeast inh	tim10-1 inh	APJ agonist
COC(=O)c1cc(Cl)c(NC(=O)C(C)C)cc1OC	3	-4	2.8	7	-16	0	7	0	-1
CC(C)CC(c1nnnn1CCc1ccccc1)N1CCC(C(N)=O)CC1 (stereo unspecified)	11	-1	-0.3	-1	-1	-10	24	12	3
CCN(CC)CCNC(=O)c1ccc(NC(=O)/C=C/c2ccc3ccccc3n2)cc1	13	-1	0.0	48	7	1	12	13	1
O=C(COC(=O)COc1ccc(Cl)cc1)NC1CCCCCC1	3	1	1.9	12	-3	0	10	-20	2
Cc1ccc(NC(=O)COC(=O)c2ccc([N+](=O)[O-])o2)cc1S(=O)(=O)N1CCCCCC1	-17	-3	-1.2	0	-19	-3	17	3	-2
COc1ccc(C2/C=C\CN(CC(C)(C)C)CC(=O)N2Cc2ccc(F)cc2)cc1 (stereo unspecified)	17	-1	0.3	16	10	-2	13	27	2
CC(=O)N/C(=C\c1ccccc1)C(=O)OC(C)C(=O)N(C)c1ccccc1 (stereo unspecified)	10	0	-0.2	19	-7	-2	2	5	-3
COc1ccc(-c2cn(Cc3ccc4ccccc4c3)nn2)cc1	7	2	1.4	-4	-9	1	16	-4	-3
O=C(NCC1CCCO1)C(c1cccs1)N(Cc1ccccc1Cl)C(=O)c1ccc(-c2ccccc2)[nH]1 (stereo unspecified)	10	1	-2.7	41	8	-1	10	18	-3
O=[N+]([O-])c1ccc(SCCc2ccccn2)cc1	8	4	3.4	-10	7	5	27	15	0
Cc1ccccc1CSCCNC(=O)CSCc1ccc([N+](=O)[O-])cc1	38	1	-0.3	3	22	-4	19	38	-1
COC/C=C/C1=CC2=CC(=O)C(C)(OC(=O)c3cccs3)C(=O)C2=CO1 (stereo unspecified)	-13	-1	-2.0	-1	-3	x	11	-11	1
CC(C)(C)c1nnc(NC(=O)c2cccnc2)s1	-1	0	-1.5	25	12	0	-8	8	-3
COc1ccccc1CNC(=O)C1CCN(S(=O)(=O)c2ccc3nc4c(c(C(=O)O)c3c2)CCCC4)CC1	-12	-5	-0.3	-30	-1	-2	0	-1	-4
COc1cccc(NC(=O)CN(C)C(=O)Cc2ccc3c(c2)CCC3)c1	13	2	-0.7	-27	1	2	14	0	-1
CNC(=O)c1cc(S(=O)(=O)Nc2ccc(C)cc2C)ccc1C	7	-5	1.6	28	-2	14*	13	8	13
Cc1ccc2nc(CNC(=O)C3CCC(=O)N(Cc4ccccc4F)C3)cn2c1 (stereo unspecified)	-7	-1	0.2	14	1	0	8	-3	7
CCc1n[nH]c(=S)n1/N=C/c1c(O)ccc2ccccc12	19	-1	1.3	12	8	2	16	17	-1
CCC(C)(C)c1ccc(Oc2cccc(C(=O)O)c2)cc1	22	-4	2.5	-13	-2	4	15	97*	-2
COc1cccc(N2C(=NC(=O)C3CCCCC3)SC3CS(=O)(=O)CC32)c1 (stereo unspecified)	15	0	3.5	5	12	-1	-6	23	-3
COCCNC(=O)CSc1nc2ccccc2c2nc(C)nn12	-5	4	-1.5	36	6	-1	7	15	-5
CS(=O)(=O)N1CCC(C(=O)Nc2cccc(Br)c2)CC1	5	-3	2.7	10	-3	2	13	4	0
Clc1ccccc1-c1nc(/C=N/N2CCOCC2)c2ccccn12	5	1	3.0	-8	-25	-1	2	6	-2
CCOC(=O)c1cc(C(=O)c2cccs2)n2ccc(C(C)=O)cc12	4	-6	-4.8	29	50*	1	54*	16	-1
O=C(CSc1ccc2ccccc2n1)N/N=C/c1ccc(O)cc1	20	-3	-0.2	-18	7	6	12	1	-1
SMILES	tim23-1 inh	XBP1 UPR activ	UPR CHOP act	Mdm2 MdmX PPI	TIM10 inh	GRIN3A LBD mod	NALP3 yeast inh	tim10-1 inh	APJ agonist
Cc1ccc(/C=C/C(=O)c2ccccc2O)cc1	34	13	7.1	4	27	-12	17	15	-6
CC1=C(C(=O)Nc2ccccc2F)C(c2ccsc2)C2=C(CC(c3ccccc3)CC2=O)N1 (stereo unspecified)	26	-3	2.5	32	1	-7	10	26	-4
COc1cccc(/C=C2\CC(C)Cc3c2nc2ccccc2c3C(=O)O)c1OC (stereo unspecified)	15	-3	-1.4	11	3	-2	28	10	-1
O=C(COc1ccc(/C=N/NC(=O)c2cc3ccccc3o2)cc1Br)Nc1ccccc1	-19	107*	275*	95*	-5	1	12	-20	18
c1ccc(OCc2nc(-c3ccccc3)no2)cc1	2	1	5.6	-17	-4	4	35	17	-5
CC(NS(=O)(=O)c1ccc(Cl)cc1)C(=O)OCC(=O)Nc1ccc(N(C)C)cc1 (stereo unspecified)	15	0	0.3	5	0	-3	19	10	-2
COc1ccc(Cl)cc1N(CC(=O)Nc1cccc(SC)c1)S(C)(=O)=O	8	0	-2.1	35	3	-29	4	26	-4
O=C(O)C1CCCCC1C(=O)Nc1ccccc1C(=O)N1CCN(c2ccc(F)cc2)CC1 (stereo unspecified)	14	-1	-0.9	-7	0	2	15	4	0
O=C(CNC(=O)C1CCCCC1)OCC(=O)c1cccc(Cl)c1	12	0	-0.5	-6	2	-1	2	7	-6
Cc1ccccc1-n1c(=O)n(CCc2ccccc2)c(=O)c2[nH]cnc21	-12	2	-0.7	-15	-6	0	12	-4	-3
O=C(NCC1CCCO1)/C(=C\c1ccco1)NC(=O)c1ccc(Cl)cc1 (stereo unspecified)	1	-1	-0.4	0	9	0	3	2	-4
COc1cc(/C=N/NC(=O)COc2c(C)cc([N+](=O)[O-])cc2C)ccc1OC(=O)c1ccccc1	25	5	0.8	46	2	-2	20	18	-1
O=C(CNC(=O)N1CC(=O)Nc2ccccc21)NCc1ccccc1Cl	-8	-7	-0.5	0	0	0	13	-6	-1
CCOC(=O)N1CCN(C(=O)c2ccc(OC)c(S(=O)(=O)N3CCOCC3)c2)CC1	2	-4	0.4	-11	-5	-1	13	11	-3
Cc1ccc(OCC(=O)NCc2ccco2)cc1C	11	-2	-0.6	-2	14	-1	14	22	-2
COc1ccc(-n2nnnc2SCC(=O)N2C(C)CCCC2C)c(OC)c1 (stereo unspecified)	30	-2	-1.7	5	7	-1	-5	10	2
Cc1ccc(S(=O)(=O)Nc2cc(=O)[nH]c3c2CCC3)cc1	-3	1	2.2	-3	4	0	8	3	-3
CN1C(=O)/C(=C/c2ccccc2Cl)Sc2ccc(C(=O)N3CCCC3)cc21	10	-2	4.6	27	3	-1	24	35	0
CSc1ncccc1C(=O)NCCc1ccc(Cl)cc1	7	1	-0.9	-2	-10	-8	9	-4	0
CCN1C(=O)N[C@@H](c2cccc(C(F)(F)F)c2)[C@H](C(C)=O)[C@H]1C	-9	-2	-1.1	8	-3	2	16	5	-4
CCOC(=O)/C(=N\Nc1ncnc2ccccc12)c1ccc(C)cc1	-13	-10	-5.6	-24	-22	-12	24	-6	-3
CC(C)CCNC(=O)CN(CC1CCCO1)C(=O)CCC(=O)Nc1ccccn1 (stereo unspecified)	-6	-3	0.5	19	-9	-1	13	-5	-1
Cc1ccc(/C=C/C(=O)Nc2ncc(C)s2)o1	-6	-1	7.4	-72	-11	-5	-1	-8	-1
O=C(Cc1coc2cc(O)ccc12)NNC(=O)c1ccc(Br)s1	14	2	1.0	-10	7	2	0	12	-1
CN(C)c1ccc(NC(=O)/C=C/c2c(Cl)cccc2Cl)cc1	12	1	5.1	64*	9	-6	31	1	0
SMILES	tim23-1 inh	XBP1 UPR activ	UPR CHOP act	Mdm2 MdmX PPI	TIM10 inh	GRIN3A LBD mod	NALP3 yeast inh	tim10-1 inh	APJ agonist
C=CCn1c(=N)n(CC(=O)c2ccc(Cl)cc2)c2ccccc21	8	-1	-1.0	-5	15	-2	27	6	-6
CCc1ccc(NC(=O)CSc2nnc(CNC(=O)c3ccco3)o2)cc1	5	-2	1.8	19	-5	4	4	14	-5
COc1ccc(NC(=O)N2CCC(NC(=O)c3ccco3)CC2)cc1	1	0	0.5	19	-2	0	-5	9	6
O=C(c1ccc(Br)cc1)N(C1=NCCCCS1)c1ccccc1	-1	-6	1.8	10	23	0	4	16	-6
O=C(COC(=O)c1ccccc1Br)NCCc1ccc(F)cc1	24	3	2.1	-2	-25	-18	17	23	-1
CCCCNC(=O)c1c(CSc2ccc(Cl)cc2)noc1C(=O)NCCC	24	0	0.2	7	10	-7	15	8	4
N#C/C(=C\c1ccco1)C(=O)NCc1ccccc1	15	1	0.8	6	14	0	-6	19	-3
Cc1ccc(S(=O)(=O)N(C)CCCC(=O)Nc2ccc(C)cc2C)cc1	22	-2	-0.4	4	-14	-1	17	14	0
COCCNC(=O)C(OC(=O)c1ccco1)c1ccccc1OC (stereo unspecified)	7	0	2.1	8	1	0	10	2	-3
CSc1ccc(/C=N/NC(=O)c2sccc2C)cc1	9	-1	-3.4	-198	11	-1	17	3	2
CCCc1cc(=O)[nH]c2nnc(SCC(=O)Nc3ccc(C(C)=O)cc3)n12	-15	-5	0.3	2	-14	2	12	-3	-1
COc1cc2cc(C(=O)N(C)Cc3ccccc3)[nH]c2cc1OC	-9	1	2.6	23	8	-1	-5	-13	2
CSCCC(NC(=O)c1ccccc1)C(=O)N1CCN(C(C)=O)CC1 (stereo unspecified)	-3	0	1.4	-6	-6	-1	19	1	-2
CN(C)c1nccc(NCc2ccccc2)c1C#N	-2	2	1.5	-4	6	-2	10	10	-2
O=[N+]([O-])c1cc(S(=O)(=O)Nc2cccc(Cl)c2)ccc1N=Nc1c(O)[nH]c2ccccc12	34	13	4.9	97*	34	3	34	27	-6
O=S(=O)(c1ccccc1)N1CCN=C1SCc1ccccc1Cl	18	1	-2.2	9	-19	0	29	32	-2
CCc1ccc(N2CC(C(=O)Nc3ccc(S(=O)(=O)NCC4CCCO4)cc3)CC2=O)cc1 (stereo unspecified)	4	0	1.7	31	4	-3	21	-11	-2
O=C(Nc1ccc(N2CCN(C(=O)c3ccco3)CC2)cc1)c1ccc2c(c1)OCO2	10	-1	-1.3	10	13	-2	2	11	-2
Cc1ccc(-c2nc(C3CCN(S(=O)(=O)c4ccc(C(C)(C)C)cc4)CC3)no2)cc1	9	-4	-0.4	18	6	2	11	10	-2

Record cards, as listed above. Values in the order: tim23-1 inh	XBP1 UPR activ	UPR CHOP act	Mdm2 MdmX PPI	TIM10 inh	GRIN3A LBD mod	NALP3 yeast inh	tim10-1 inh	APJ agonist
CSCCC(NC(=O)c1ccccc1)C(=O)N1CCN(C(C)=O)CC1 (stereo unspecified) is entered as -3	0	1.4	-6	-6	-1	19	1	-2
CCc1ccc(N2CC(C(=O)Nc3ccc(S(=O)(=O)NCC4CCCO4)cc3)CC2=O)cc1 (stereo unspecified) is entered as 4	0	1.7	31	4	-3	21	-11	-2
CCCc1cc(=O)[nH]c2nnc(SCC(=O)Nc3ccc(C(C)=O)cc3)n12 is entered as -15	-5	0.3	2	-14	2	12	-3	-1
Cc1ccc(-c2nc(C3CCN(S(=O)(=O)c4ccc(C(C)(C)C)cc4)CC3)no2)cc1 is entered as 9	-4	-0.4	18	6	2	11	10	-2
